Screens: PubChem BioAssay, Sanford-Burnham Center for Chemical Genomics
ATG4B inhibitor – ATG4B protease inhibitors, primary screen, biochemical, fluorescence, uHTS | Cysteine protease ATG4B (Homo sapiens), Q9Y4P1 | ATG4B cleavage of LC3-PLA2, NBD-HPC fluorescence, 1 h | inhibition, % at 8.33 µM | hit rate 0.51% among 340,000; in the data active means inhibition above about 40%
MPTP inh – mitochondrial permeability transition pore inhibitors, primary screen, biochemical, isolated mouse mitochondria, absorbance | Ca2+ swelling absorbance, 30 min | inhibition, % at 10 µM | hit rate 1.4% among 360,000 | AID 602449, 2012;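 active means inhibition of 50% or more, scaled per plate between neutral and stimulator controls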;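 further: 0% = DMSO wells given calcium and 100% = 1 mM EGTA wells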
NR3A LBD binder – binders of NR3A ligand-binding domain, primary screen, biophysical, differential scanning fluorimetry, uHTS | hit rate 2.5% among 340,000 | Glutamate receptor ionotropic, NMDA 3A (GRIN3A) ligand-binding domain | Tm shift relative to glycine control, % at 25 µM | NR3A LBD differential scanning fluorimetry, Tm shift; 0% = protein alone, 100% = glycine-bound protein;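 active means melting temperature shift of at least 10% of the positive control shift, at one fixed dose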
SENP6 block – SENP6 protease inhibitors, primary screen, biochemical, luminescence, uHTS; hit rate 1.8% among 330,000; inhibition, % at 10 µM; Recombinant SENP6 catalytic domain, aminoluciferin luminescence;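 active means inhibition above about 50% at the single tested dose, limit read from the data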;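 further: plate controls were DMSO wells with enzyme for no effect and DMSO wells lacking enzyme for full effect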
HKDC1 inh – HKDC1 hexokinase inhibitors, primary screen, biochemical, fluorescence, uHTS; recombinant HKDC1, G6PDH/diaphorase resazurin coupled fluorescence; inhibition, % at 20 µM; hit rate 0.16% among 340,000;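 active means inhibition above about 35% when tested at 20 µM, limit read from the data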;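 further: plate controls were DMSO wells with enzyme for no effect and DMSO wells lacking enzyme for full effect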
Target sequence (Q2TB90 whole entry, looked up): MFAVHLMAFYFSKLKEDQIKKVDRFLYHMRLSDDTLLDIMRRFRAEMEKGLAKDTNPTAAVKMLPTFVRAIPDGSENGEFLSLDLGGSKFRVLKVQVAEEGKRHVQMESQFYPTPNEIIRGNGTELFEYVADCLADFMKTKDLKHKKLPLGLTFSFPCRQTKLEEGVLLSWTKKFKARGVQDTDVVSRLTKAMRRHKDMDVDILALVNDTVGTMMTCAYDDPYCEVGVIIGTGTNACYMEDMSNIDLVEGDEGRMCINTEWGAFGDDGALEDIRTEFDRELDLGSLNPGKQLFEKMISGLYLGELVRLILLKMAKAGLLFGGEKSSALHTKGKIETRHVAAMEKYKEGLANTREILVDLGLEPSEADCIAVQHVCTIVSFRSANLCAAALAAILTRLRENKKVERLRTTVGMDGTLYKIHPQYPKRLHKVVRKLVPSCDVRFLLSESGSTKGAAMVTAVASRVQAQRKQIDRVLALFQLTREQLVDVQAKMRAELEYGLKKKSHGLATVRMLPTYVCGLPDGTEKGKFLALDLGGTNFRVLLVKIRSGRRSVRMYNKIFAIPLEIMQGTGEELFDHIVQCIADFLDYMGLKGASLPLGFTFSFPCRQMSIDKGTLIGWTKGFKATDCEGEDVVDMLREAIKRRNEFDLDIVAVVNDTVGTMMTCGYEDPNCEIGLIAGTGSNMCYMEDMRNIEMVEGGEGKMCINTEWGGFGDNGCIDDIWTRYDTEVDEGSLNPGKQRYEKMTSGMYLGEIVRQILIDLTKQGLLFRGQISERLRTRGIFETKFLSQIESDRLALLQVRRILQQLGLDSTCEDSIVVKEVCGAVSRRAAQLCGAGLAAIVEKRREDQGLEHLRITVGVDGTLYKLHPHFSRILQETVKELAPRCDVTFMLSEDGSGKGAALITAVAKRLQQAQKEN
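Incubation: 90 min at room temperature in dark / Material: recombinant HKDC1 (HK5) hexokinase enzyme, produced in-house / Quantity: enzyme 5 µg/mL final / Compound: one dose of 20 µM, 1% DMSO / Reagent: glucose and ATP substrates / Buffer or medium: Tris pH 8.0 buffer with MgCl2, Tween-20, BSA, BME / Technique: resorufin fluorescence at 613 nm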
SENP8 inh – human SENP8 protease inhibitors, primary screen, biochemical, fluorescence, Nedd8 protein substrate, uHTS; recombinant SENP8; hit rate 0.64% among 360,000; inhibition, % at 20 µM; in the data active means inhibition mostly above about 40%, no sharp cut-off; inactive means mostly below about 27%
PfGluPho inh – PfG6PD enzyme inhibitors, primary screen, biochemical, fluorescence intensity, uHTS. glucose-6-phosphate dehydrogenase-6-phosphogluconolactonase (Plasmodium falciparum 3D7). PfGluPho enzyme, NADPH resazurin-diaphorase fluorescence. inhibition, % at 20 µM. hit rate 0.78% among 350,000. AID 504690, 2011;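 active means inhibition reaching at least a set limit at 20 µM in the primary screen, cut at about 59% in these data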;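 further: 0% = DMSO wells with substrate and 100% = DMSO wells lacking glucose-6-phosphate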
SENP7 inh – SENP7 protease inhibitors, primary screen, biochemical, luminescence, uHTS; Sentrin-specific protease 7 (Homo sapiens), Q9BQF6; hit rate 1.5% among 330,000; recombinant SENP7, Z-RLRGG-aminoluciferin luminescence, 40 min; AID 434973, 2010; inhibition, % at 5 µM;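 active means inhibition above about 50% at the single test dose, limit read from the data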;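 further: plate controls were DMSO with enzyme for no effect and no enzyme buffer wells for full effect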
Numbers without * were called inactive; . = not tested or not shown.

ATG4B inhibitor	MPTP inh	NR3A LBD binder	SENP6 block	HKDC1 inh	compound	SENP8 inh	PfGluPho inh	SENP7 inh
-15	-0.6	0	.	3	O=C1OC2(c3ccccc31)c1ccccc1-c1ccccc12	14	84*	.
4	0.2	0	-5	2	COc1cc2c(cc1OC)[C@@H](Cc1ccc(OCCC#N)cc1)N(C)CC2	-68	-3	1
2	0.8	7	72*	-2	COc1ccc(-c2cc(-c3cc(F)ccc3O)[nH]n2)cc1OC	-7	7	83*
-6	0.2	1	9	-2	CCc1ccccc1Nc1nc(N)nc(COC(=O)C2=COCCO2)n1	-5	-4	-7
-6	1.2	-2	5	-5	CC(C)c1nc(SCC(=O)Nc2ccc(N(C)C)cc2)c2ccccc2n1	17	4	6
-9	-0.1	-1	-9	-2	O=C(NCc1ccco1)c1cnc2sccn2c1=O	-86	-5	-11
-10	-1.8	1	-15	-5	O=C(COC(=O)Cc1ccc(F)cc1)Nc1cc(S(=O)(=O)N2CCOCC2)ccc1N1CCCC1	-1	0	-1
-7	16	1	-8	-8	CCCc1nc(NCc2ccc3c(c2)OCO3)c2nnn(Cc3ccccc3Cl)c2n1	29	-7	1
5	-0.8	-6	27	3	CCCCc1ccc(NC(=O)Nc2cnccn2)cc1	3	2	17
-10	0.4	2	-2	-5	O=C(Cn1c(=O)oc2ccccc21)N(Cc1ccccc1)C1CCS(=O)(=O)C1 (stereo unspecified)	19	0	-5
-6	-1.1	-2	3	0	Cc1ccc(C)c(CN2C(=O)CSc3ccc(C(=O)N4CCCC4)cc32)c1	24	-3	4
-9	-1.2	0	2	-1	C1CCC(C23CC4CC(CC(C4)C2)C3)NC1 (stereo unspecified)	18	-6	1
-2	0.4	5	-20	-2	Cc1cc(C(=O)Nc2ccccc2)oc(=O)c1	10	-9	5
-3	1.4	-6	-3	3	CC1CCCN(C(=O)c2cc3c(-c4ccc(Cl)cc4)nn(C)c3s2)C1 (stereo unspecified)	-5	11	-9
6	-1.7	1	4	1	COc1cc(NC(=O)CN2C(=O)NC(C)(CC(C)C)C2=O)cc(OC)c1 (stereo unspecified)	18	-6	5
-8	-0.2	0	.	2	Cc1cccn2c1nc(=S)n2C(=O)c1ccco1	-10	18	.
19	4.0	2	-23	3	O=C(c1ccc(CSc2ccc(Cl)cc2)cc1)N1CCCC1	10	-1	7
-14	61*	0	-9	7	COc1ccc(NC(=O)Cn2c(C)cc(=O)c3ccccc32)cc1	16	5	-4
-4	0.0	-2	16	-1	COC(=O)c1c(NC(C)=O)sc(C(=O)N2CCOCC2)c1C	8	-5	11
-8	-1.0	5	-7	-6	CCN(C(=O)CSc1nnnn1-c1ccccc1)C1CCS(=O)(=O)C1 (stereo unspecified)	10	-5	-5
4	-1.0	1	5	-4	CCOc1cc(/C=C/c2cc(C(=O)O)c3ccccc3n2)ccc1O	-425	9	-11
4	25	-14	-23	-6	O=C(NNC(=S)NC1CC2CCC1C2)c1ccc(Cl)cc1 (stereo unspecified)	-3	1	6
-2	0.2	3	-1	0	O=C(O)c1ccccc1C(c1ccc(O)cc1)c1ccc(O)cc1	11	-15	-6
4	0.7	0	-2	-2	O=C(CN1CCCc2ccccc21)Nc1cccc(S(=O)(=O)N2CCOCC2)c1	-10	4	0
-1	-0.2	0	-2	-2	CSc1cccc(NC(=S)N(CCCN2CCCC2)Cc2cccs2)c1	46*	8	-5
35	0.3	0	-7	-10	O=C(O)C(Cc1c[nH]c2ccccc12)NS(=O)(=O)c1ccccc1 (stereo unspecified)	-3	-4	0
-10	0.7	0	7	-1	COC(=O)C1CCN(C(=O)c2oc3c(Cl)cc(C)cc3c2C)CC1	12	18	6
5	1.4	-1	-14	-4	NC(=O)C1CCCN1S(=O)(=O)c1ccc2ccccc2c1 (stereo unspecified)	10	4	8
1	0.1	0	4	-5	N#C/C=C/N1CCN(C(=O)c2ccco2)CC1	-5	-6	-9
-4	14	1	-21	-7	Cc1cccc2cc(COC(=O)C3CCCO3)c(=O)[nH]c12 (stereo unspecified)	-41	-18	-5
-15	2.8	-2	-27	9	CC1Cc2ccccc2N1S(=O)(=O)c1cccc(C(=O)c2nccn2C)c1 (stereo unspecified)	1	-14	4
4	-0.1	1	11	-1	CC(C)c1ccc(CNc2nc3nc4c(c(=O)n3[nH]2)CCC4)cc1	1	-7	5
-5	-0.6	-2	8	-10	CCCCn1c(N)c(NCCC)c(=O)[nH]c1=O	-70	16	3
0	-1.4	1	-3	1	O=C(CC(c1ccccc1O)N1CCCCC1)N1CCCCC1 (stereo unspecified)	11	-18	1
10	10	-9	-12	-4	CCn1c(/C=C/Nc2ccccc2)[n+](CC)c2cc(Cl)c(Cl)cc21	-37	-10	1
-5	-4.5	4	-15	-1	COc1ccccc1CNC(=O)C(CCSC)NS(=O)(=O)c1ccc2c(c1)oc(=O)n2C (stereo unspecified)	8	-10	-9
-16	-0.2	-1	3	14	CC1(C)Cc2c(c(-c3ccco3)nc3sc4c(NCCCO)ncnc4c23)CO1	-395	60*	1
0	1.1	3	3	2	COc1ccc(NC(=O)NC(C)c2ccccc2)cc1 (stereo unspecified)	6	-1	-5
-12	-1.6	-1	4	-3	COc1ccc(N=C2SC(C(=O)N3CCN(c4ccccc4)CC3)CC(=O)N2C)cc1 (stereo unspecified)	2	15	-8
-6	-0.2	-1	-2	-6	O=C(CSc1nc(=O)n2ccccc2n1)NCc1ccccc1Cl	-170	-1	-2
-3	-3.5	2	-16	-3	CC1CCc2nn(CC(=O)N3CCN(C(=O)c4ccco4)CC3)cc2C1 (stereo unspecified)	10	18	-2
1	-0.9	-2	0	-12	S=c1[nH]nc(/C=C/c2ccccc2)o1	-281	-6	-5
-9	1.0	-3	7	-6	Cc1ccc2nc(SCC(=O)Nc3c(C)n(C)n(-c4ccccc4)c3=O)[nH]c2c1	17	-7	11
-10	1.4	1	90*	1	O=C(Nc1cccnc1)c1ccc(Oc2ccccc2)cc1	31	21	89*
6	0.0	-1	-1	-5	C=CCN1C(=O)CSc2ccc(C(=O)OCC)cc21	7	4	7
-1	1.8	2	-20	-9	Cc1ccnc(NC(=O)CSc2ccccn2)c1	10	-16	-4
0	-2.6	-5	-2	2	CC1CCN(C(=O)c2ccc(N(C)S(C)(=O)=O)cc2)CC1	24	-14	0
-14	-1.8	1	-8	-2	c1ccc(-c2nc(N3CCOCC3)c3ccccc3n2)nc1	25	-8	-14
6	9.3	-2	-16	-9	Cc1ccc(-n2c(C)cc(/C=N/NC(=O)c3ccncc3)c2C)c(C)c1	5	3	2
-8	0.8	0	47	2	O=C(CSc1ccccc1)Nc1ccccc1C(=O)O	-2	11	22
-5	0.2	-4	-9	9	Cc1no[n+]([O-])c1COc1cccc(/C=C2\N=C(c3ccccc3)OC2=O)c1	-139	-4	5
-9	-0.5	8	11	-4	CCNS(=O)(=O)c1ccc2nc(NC(=O)c3cccnc3)sc2c1	-69	-3	-6
-9	3.1	1	-10	-1	Cc1nn(CCS(=O)(=O)c2ccc(Cl)cc2)c(C)c1Br	9	12	-11
-9	4.6	-4	10	9	O=S(=O)(Nc1ccc2c(c1)nc1n2CCN(Cc2ccccc2)C1)c1ccccc1	-267	57	-2
-3	0.3	3	-7	-3	CCOC(=O)c1cnc2c(C(F)(F)F)cccc2c1N1CCN(C)CC1	11	7	9
2	-2.0	-2	-7	10	C/C(CC(=O)N(C(C)C)C(C)C)=N\NC(=O)c1ccccc1Br	20	-13	2
-3	-1.5	3	-13	2	CCCNC(=O)C1CN(S(=O)(=O)c2ccc(Cl)s2)c2ccccc2O1 (stereo unspecified)	15	-3	11
-8	-1.0	-1	6	-7	O=C(NC1CCCCCC1)C1Cc2ccccc2CN1C(=O)c1ccco1 (stereo unspecified)	1	1	-4
-7	2.9	2	-4	-1	CN(C)CCC(=O)c1ccc2c(c1)OCO2	5	14	-9
6	-0.3	-1	2	-1	CC1(NC(=O)Cc2ccc(S(=O)(=O)N3CCOCC3)s2)CCS(=O)(=O)C1 (stereo unspecified)	34	-2	-2

MPTP inh, entries above that show a hit.
ATG4B inhibitor	MPTP inh	NR3A LBD binder	SENP6 block	HKDC1 inh	compound	SENP8 inh	PfGluPho inh	SENP7 inh
-14	61*	0	-9	7	COc1ccc(NC(=O)Cn2c(C)cc(=O)c3ccccc32)cc1	16	5	-4

New compounds follow.
ATG4B inhibitor	MPTP inh	NR3A LBD binder	SENP6 block	HKDC1 inh	compound	SENP8 inh	PfGluPho inh	SENP7 inh
9	-1.2	0	-10	-5	Cc1ccc2c(c1)N(CC(=O)N1CCCC(C)C1)C(=O)CO2 (stereo unspecified)	5	-9	-10
3	0.1	-4	6	7	Cc1cc(NCCCOC(C)C)n2c(nc3ccccc32)c1C#N	-302	15	0
-7	20	1	19	-5	CCc1c(C)nc2ncnn2c1NCCc1ccccc1	-8	9	0
-2	0.1	0	-11	-3	O=C(N/N=C/c1ccccn1)C(O)c1ccccc1 (stereo unspecified)	7	-18	-5
-1	0.6	-2	2	14	O=[N+]([O-])c1cc(S(=O)(=O)N2CCCC2)ccc1NN=C1CCCC1	28	-11	-3
7	-0.6	1	5	-4	CC[C@@H](C)[C@@H]1CN([C@@H](C)CN2CCC[C@H]2CN2C(N)=NC[C@H]2C(C)C)C(=N)N1CCc1ccc(Cl)c(Cl)c1	8	-11	2
10	-1.3	-2	91*	6	O=c1[nH]c(N2CCOCC2)cc2ccccc12	-498	-2	96*
2	0.3	0	22	-1	COC(=O)[C@]1(C)N[C@H](CN(C)C(=O)c2ccccc2)[C@@H]2C(=O)N(C)C(=O)[C@@H]21	28	-17	-4
-10	0.4	-28	1	5	O=C(NCSc1ccnc(SCNC(=O)c2ccccc2)n1)c1ccccc1	11	11	2
5	0.7	1	-4	-5	CCN(C[C@H]1N[C@@](C)(C(=O)OC)[C@H]2C(=O)N(C)C(=O)[C@@H]12)S(=O)(=O)c1ccc(F)cc1	3	-9	-4
1	-2.3	0	-6	0	O=C(Cc1cccc2ccccc12)NCCOc1ccccc1F	9	28	-2
-3	-0.9	0	2	-1	CN1CCN(c2nc(-c3ccc(Cl)cc3)cc(=O)[nH]2)CC1	6	-4	1
11	2.0	0	-20	2	COCCNC(=S)c1ccc(Br)cc1	7	51	-9
4	12	2	-4	21	O=C(Nc1nc2c(Br)cc(Br)cc2c(=O)s1)c1ccco1	18	-13	3
-6	-0.2	0	.	-2	CC[C@]1(C(=O)OC)[C@H]2C(=O)N(C)C(=O)[C@H]2[C@H]2CN=C(SCc3ccccc3)N21	2	-1	-1
0	-1.3	-1	-14	-4	CCOC(=O)C1=C(C)Nc2ccccc2N=C1NC(=O)C1CCN(C(=O)c2ccccc2C)CC1	14	-6	-1

Limited to SENP7 inh (6 entries from above):
SMILES	SENP7 inh
O=C(Nc1nc2c(Br)cc(Br)cc2c(=O)s1)c1ccco1	3
CCN(C[C@H]1N[C@@](C)(C(=O)OC)[C@H]2C(=O)N(C)C(=O)[C@@H]12)S(=O)(=O)c1ccc(F)cc1	-4
CN1CCN(c2nc(-c3ccc(Cl)cc3)cc(=O)[nH]2)CC1	1
O=C(Cc1cccc2ccccc12)NCCOc1ccccc1F	-2
COCCNC(=S)c1ccc(Br)cc1	-9
CCc1c(C)nc2ncnn2c1NCCc1ccccc1	0

Rows were taken by chance; about 6.9% have a hit in one of these screens.
